# LGR2 inh: Drosophila LGR2 receptor signaling inhibition; AID 720647; HEK293 LGR2, CRE-luciferase, bursicon-stimulated, 4 h; hit rate 0.35% among 380,000; inhibition, % at 9.99 µM;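 active = drop in luminescence signal, shown as inhibition above about 50% in the replicate tests, limit read from the data, passing the limit was not always enough; inconclusive = probably only some replicates passing the limit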;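 note: agonist challenge used bursicon conditioned medium at about half maximal strength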
# S100A4 inh HTS: blocks human S100A4 binding to myosin IIA peptide; hit rate 0.14% among 360,000; S100A4/TAMRA-MyoIIA peptide fluorescence polarization; P26447; inhibition, % at 10.7 µM; AID 652163;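 active = mean inhibition of at least 70% across replicates, with every replicate also reaching that level; inconclusive = mean inhibition reaches 70% but some replicates fall short; inactive = mean inhibition below 70%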
# Target sequence (P26447 whole entry, looked up): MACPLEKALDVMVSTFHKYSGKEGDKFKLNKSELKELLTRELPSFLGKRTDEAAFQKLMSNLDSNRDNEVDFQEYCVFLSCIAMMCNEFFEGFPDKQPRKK
#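 Test system: S100A4 monomer protein; Medium: HEPES pH 7.2 with CaCl2, KCl, NaCl, DTT, Triton; Probe or stimulus: TAMRA-labelled myosin IIA heavy-chain peptide probe, 5 nM; Doses: one dose per compound; Times: polarization read 5 min after assay mix addition, stable 5–60 min; Benchmarks: neutral control DMSO, positive control TFP.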
# SIRT5 inh: blocks human SIRT5 desuccinylation of peptide. Purified SirT5, succinyl-peptide AMC, trypsin-coupled fluorescence. inhibition, % at 15 µM. hit rate 1.1% among 330,000; in the data active = inhibition above about 15%; inconclusive = no clear call, values can overlap the other calls
# ERAP1 HTS inh: inhibitors of human ERAP1 aminopeptidase; recombinant ERAP1, Leu-AMC fluorescence, 60 min; inhibition, % at 10.7 µM; hit rate 0.15% among 340,000; AID 652197;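 active = mean replicate inhibition of at least 30%, or all replicates individually reaching that 30% level; inactive = mean below 30% and not every replicate reaching it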;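 note: 0% = neutral control wells and 100% = L-leucinethiol positive control wells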
# Target sequence (Q9NZ08 whole entry, looked up): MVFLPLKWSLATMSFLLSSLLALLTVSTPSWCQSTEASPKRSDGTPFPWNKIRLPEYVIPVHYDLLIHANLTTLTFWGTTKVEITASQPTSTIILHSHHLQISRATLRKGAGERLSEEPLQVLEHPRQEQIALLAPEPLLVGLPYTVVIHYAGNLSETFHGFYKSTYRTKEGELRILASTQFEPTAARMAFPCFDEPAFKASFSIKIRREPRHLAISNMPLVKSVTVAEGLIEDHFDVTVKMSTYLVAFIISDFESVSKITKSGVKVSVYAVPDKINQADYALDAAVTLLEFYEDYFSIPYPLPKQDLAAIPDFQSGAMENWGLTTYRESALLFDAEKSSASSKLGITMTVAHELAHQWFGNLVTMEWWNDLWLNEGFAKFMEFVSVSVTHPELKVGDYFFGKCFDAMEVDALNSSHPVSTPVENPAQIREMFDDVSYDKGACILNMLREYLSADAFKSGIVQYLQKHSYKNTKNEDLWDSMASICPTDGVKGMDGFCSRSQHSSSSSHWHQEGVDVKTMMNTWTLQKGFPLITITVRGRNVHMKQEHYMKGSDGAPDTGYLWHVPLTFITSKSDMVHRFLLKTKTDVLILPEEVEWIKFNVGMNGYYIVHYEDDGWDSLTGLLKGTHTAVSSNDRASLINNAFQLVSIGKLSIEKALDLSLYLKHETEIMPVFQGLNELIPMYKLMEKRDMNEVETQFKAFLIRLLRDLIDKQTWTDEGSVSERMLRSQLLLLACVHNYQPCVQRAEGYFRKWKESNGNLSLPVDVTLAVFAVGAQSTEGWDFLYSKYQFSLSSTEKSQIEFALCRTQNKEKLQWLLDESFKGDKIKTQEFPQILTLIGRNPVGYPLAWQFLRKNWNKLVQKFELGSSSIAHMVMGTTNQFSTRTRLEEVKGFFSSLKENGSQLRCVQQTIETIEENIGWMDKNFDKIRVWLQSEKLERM
# Cneo AK release: causes C. neoformans cell lysis | adenylate kinase release luminescence, 4 h; normalised: neutral wells 0, clomiphene wells 100 | lysis activity, % at 15 µM | hit rate 0.2% among 360,000;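 active = mean lysis activity across replicates of at least 80%, whatever share of replicates individually reach that level; inactive = mean lysis activity below 80%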
#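 Material – log-phase Cryptococcus neoformans yeast cells · Input – 5 × 10^6 yeast cells/mL · Medium – fresh YPD growth medium · Doses – single compound concentration per well · Timing – static 4 h at 37 °C with compound, 1 h detection · Detection – adenylate kinase release luminescence · Read-out – signal increase indicating cell lysis · Control set – Clomiphene as positive lysis control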
# Xi reactivation: X-chromosome reactivation activator. XiGFP mouse fibroblasts, % GFP-positive cells imaging, 3 d; cells co-treated with 5-aza-dC sensitizer; scaled so ellipticine positive control = 100%. activation, % at 7.58 µM. hit rate 0.055% among 360,000. AID 743238;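 active = mean normalized replicate activation at least 10% and every replicate at or above 10%; inconclusive = only one of the two criteria met; inactive = mean below 10% and not all replicates reach 10%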;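 note: 0% = median of on-plate neutral control wells and 100% = ellipticine 6 µM median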
#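 material = 68-5-11 XiGFP fibroblast line | medium = DMEM plus 5-aza-dC sensitizer | schedule = 3 days compound exposure | benchmarks = positive control ellipticine, 6 µM final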
# PGC1a acetyl inh: lowers PGC1a acetylation signal in U2OS cells. AlphaScreen anti-acetyl-lysine; with virally co-expressed GCN5 acetyltransferase. inhibition, % at 15.6 µM. AID 651687. hit rate 0.17% among 350,000;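 active = every replicate shows inhibition of at least 40%; inconclusive = mean inhibition at least 40% but some replicate below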;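 note: 0% = neutral control wells and 100% = positive control wells; some results beyond the cut were filed as inactive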
# Statin myotox sup: suppression of simvastatin myotoxicity. C2C12 myotubes + simvastatin, ATP luminescence, 48 h; scaled: DMSO 0, geranylgeraniol control 100. rescue of ATP level, % at 7.49 µM. hit rate 0.78% among 330,000. AID 602340;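 active = mean ATP rescue above about 67%, or every replicate alone reaching that limit, limit read from the data, passing the limit was not always enough; inconclusive = no clear call, values can overlap the other calls; inactive = mean under the limit and some replicate under it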;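 note: myotubes were challenged with 10 µM simvastatin during compound exposure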
# Active calls of the source: *; ? = inconclusive; / = not tested or not shown; & = joins results of further samples. These rows are one share of the data; rates above refer to the full screens.
# Values run as follows: Statin myotox sup, PGC1a acetyl inh, ERAP1 HTS inh, Cneo AK release, SIRT5 inh, S100A4 inh HTS, LGR2 inh, Xi reactivation
COc1ccccc1S(=O)(=O)N(C)C[C@@H]1Oc2cc(C#CCC3CCCC3)ccc2S(=O)(=O)N([C@@H](C)CO)C[C@@H]1C
  -20, -5, -1, 2, 17*, 4, 6, -1.1
CN(C(=O)c1ccc([N+](=O)[O-])cc1)c1ccccc1C(=O)NCc1ccccc1
  3, /, 1, 1, 1, -2, 3, 0.0
NC(=S)Nc1ccc(Cl)c(Cl)c1
  /, -9, 2, /, -3, -2, /, 0.0
COc1ccc(C2=CC(=O)C[C@H](c3ccc(F)cc3)C2)c(F)c1F
  -3, 14, 0, 1, -1, 0, -12, 0.1
NNc1nc(C(F)(F)F)nc2ccccc12
  /, /, -1, /, -3, -2, 2, -0.1
CC(=O)/C(C(=N)N1CCN(c2cccc(Cl)c2)CC1)=C(\C)O
  2, -1, -2, 1, 0, 2, 6, /
COC(=O)c1cc(Br)ccc1NC(=O)Nc1ccc(C)cc1
  /, -3, 2, -3, -1, -1, 17, /
Cc1cc(C(=O)N2CCc3c([nH]c4ccccc34)C2c2c(F)cccc2Cl)no1 (centres undefined)
  10, 18, -5, /, 0, 3, 12, 0.0
Cc1cccc(OCC(=O)Nc2ccc(C(=O)Nc3ccccc3C(=O)O)cc2)c1
  6, -3, -1, 1, -1, -1, -25, 0.1
O=C(COc1ccc(Br)cc1)NCc1cn2ccccc2n1
  /, /, /, /, -7, 4, -2, -0.4
C/C=C/c1ccc2c(c1)O[C@@H](CN(C)C(=O)Cc1cccnc1)[C@@H](C)CN([C@H](C)CO)S2(=O)=O
  8, 6, -2, -6, 4, 4, -6, -1.1
COc1ccc(CN(C)C[C@@H]2OCCCC[C@@H](C)Oc3ccc(NS(=O)(=O)c4ccc(OC)cc4)cc3C(=O)N([C@@H](C)CO)C[C@H]2C)cc1
  /, 14, /, -2, /, /, 12, 0.2
CCCNC(=O)C[C@H]1CC[C@@H]2[C@@H](COc3ccc(NC(=O)Cc4cccs4)cc3C(=O)N2C)O1
  26, -4, /, -3, /, /, 4, 0.2
COc1ccc(NC(=O)COc2cccc3c2CCNC3=O)cc1
  /, /, 0, /, 0, 1, -20, 0.1
Cc1ccc(OCC(=O)Nc2ccc(C(=O)Nc3ccccc3C(=O)O)cc2)cc1C
  1, /, 1, -1, -4, 8, -1, 0.1
CC1(C(=O)NS(=O)(=O)c2ccc(C#N)cc2)CCN1C(=O)C1(c2ccccc2)CCCC1 (centres undefined)
  -4, -21, 3, -1, -3, -1, 10, -0.1
CCCNC(=O)N1C[C@@H]2[C@H](c3ccccc31)[C@H](CO)N2C(=O)C1CCOCC1
  -20, 2, /, -2, /, /, 6, 0.3
CNC[C@H]1Oc2c(NC(=O)Nc3ccc4c(c3)OCO4)cccc2C(=O)N([C@H](C)CO)C[C@H]1C
  -23, -2, -1, -1, -2, 6, -9, -1.2
CCOC(=O)c1ccc(S(=O)(=O)N2CCC(N3CCCCC3)CC2)cc1
  1, 2, /, 5, /, -4, 26, 0.2
COc1ccc(NC(=O)N2CCCc3ccccc32)c(OC)c1
  -6, /, 2, 1, 0, -5, 3, 0.1
C[C@@H]1CCCCO[C@H](CN(C)S(=O)(=O)c2cccs2)[C@@H](C)CN([C@H](C)CO)C(=O)c2cc(NC(=O)Nc3ccccc3)ccc2O1
  /, -4, 0, -8, -1, ?, 3, 0.3
Cc1ccc(Cl)c(N/C=C/C(=O)c2ccccc2)c1
  6, -2, -1, -5, -1, -17, -64, 0.0
O=C(NC1c2ccccc2Oc2ccccc21)c1ccc([N+](=O)[O-])cc1
  -16, 2, 1, -1, 3, -1, 11, 0.0
O=C(Nc1cccnc1)C1CCN(S(=O)(=O)c2ccc(Cl)cc2)CC1
  /, 6, -1, 3, 1, -5, 17, 0.1
CCc1ccc(OCC(=O)N2CCN(c3ccccc3F)CC2)cc1
  3, /, /, /, /, 2, 1, 0.0
OCC1(Cc2ccc(Cl)cc2)CCN(Cc2ccccc2F)CC1
  -4, 8, 0, -2, 0, -37, /, 0.0
O=C(C[C@@H]1C=C[C@H](NS(=O)(=O)c2ccc(F)cc2)[C@H](CO)O1)N1CCN(c2ccccc2)CC1
  10, -8, 2, -1, -1, -13, 7, 0.5
COc1ccc(C(C(=O)NC(C)(C)C)N(CCc2ccccc2)C(=O)CCC(=O)Nc2cc(C)on2)cc1 (centres undefined)
  7, 8, -3, 0, 5, -2, -8, 0.1
Cc1nc2cc(NC(=O)Nc3cccc([N+](=O)[O-])c3)ccc2n1C
  -26, -4, -1, -7, 4, 0, -10, 0.1
Cn1nnnc1SCC(=O)N1CCc2ccccc21
  /, 5, -1, /, -2, 1, 8, 0.0

# SIRT5 inh: what is marked active above
Molecule | PGC1a acetyl inh | ERAP1 HTS inh | SIRT5 inh | S100A4 inh HTS | LGR2 inh
COc1ccccc1S(=O)(=O)N(C)C[C@@H]1Oc2cc(C#CCC3CCCC3)ccc2S(=O)(=O)N([C@@H](C)CO)C[C@@H]1C | -5 | -1 | 17* | 4 | 6

# Just Cneo AK release and Xi reactivation (4 entries from above):
molecule	Cneo AK release	Xi reactivation
COc1ccc(C(C(=O)NC(C)(C)C)N(CCc2ccccc2)C(=O)CCC(=O)Nc2cc(C)on2)cc1 (centres undefined)	0	0.1
COc1ccc(CN(C)C[C@@H]2OCCCC[C@@H](C)Oc3ccc(NS(=O)(=O)c4ccc(OC)cc4)cc3C(=O)N([C@@H](C)CO)C[C@H]2C)cc1	-2	0.2
CCCNC(=O)C[C@H]1CC[C@@H]2[C@@H](COc3ccc(NC(=O)Cc4cccs4)cc3C(=O)N2C)O1	-3	0.2
O=C(COc1ccc(Br)cc1)NCc1cn2ccccc2n1	/	-0.4

# Returning to the listing; the three compounds before the break are reprinted first.
# Values run as follows: Statin myotox sup, PGC1a acetyl inh, ERAP1 HTS inh, Cneo AK release, SIRT5 inh, S100A4 inh HTS, LGR2 inh, Xi reactivation
COc1ccc(C(C(=O)NC(C)(C)C)N(CCc2ccccc2)C(=O)CCC(=O)Nc2cc(C)on2)cc1 (centres undefined)
  7, 8, -3, 0, 5, -2, -8, 0.1
Cc1nc2cc(NC(=O)Nc3cccc([N+](=O)[O-])c3)ccc2n1C
  -26, -4, -1, -7, 4, 0, -10, 0.1
Cn1nnnc1SCC(=O)N1CCc2ccccc21
  /, 5, -1, /, -2, 1, 8, 0.0
CC(=O)N/C(=C/c1ccccc1)c1ccccc1
  6, 3, 5, -3, 1, 16, 6, 0.0
O=C(NCc1cc(C(F)(F)F)cc(C(F)(F)F)c1)C1CC(c2ccccc2[N+](=O)[O-])=NO1 (centres undefined)
  0, -7, -3, 2, 3, 1, 16, 0.0
O=c1[nH]c(Cc2ccccc2)nc2ccccc12
  /, -4, 3, /, 1, 2, 4, 0.1
COc1cccc(NC(=O)N[C@@H]2C=C[C@@H](CC(=O)Nc3ccc(-c4ccccc4)cc3)O[C@H]2CO)c1
  -65, 2, 0, -1, 0, -25, 4, 0.3
C[C@@H]1CN([C@H](C)CO)C(=O)Cc2cc(NC(=O)Cc3cn(C)c4ccccc34)ccc2O[C@H]1CN(C)C(=O)Nc1ccccc1
  28, 2, -3, -1, 3, -1, 3, 0.1
O=C(CC1CCCCC1)NCc1ccccc1Cl
  12, -5, -2, -1, 1, -3, -62, 0.1
C[C@@H]1CN([C@@H](C)CO)S(=O)(=O)c2ccc(C#Cc3ccccc3F)cc2O[C@H]1CN(C)C(=O)Cc1cccnc1
  -25, 6, 3, 59, 5, -8, 13, 0.0
COCCn1c(SCC(=O)Nc2ccc(F)cc2F)nc2c([nH]c3ccccc32)c1=O
  /, 0, 0, 0, 2, 18, -21, -0.1
Cc1oc(-c2ccc(Cl)cc2)nc1CS(=O)CC(=O)NCCN1CCCC1 (centres undefined)
  -8, -3, 2, 3, -3, 1, 2, 0.5
CCO[C@@H]1OC(C(=O)NCc2nc3ccccc3[nH]2)=C[C@H](C2CC2)[C@H]1CCCO
  -31, 5&-21, 0, -3&-3, -1, -26&-1, -12, 0.0
COCCNC(=O)Cn1cc(S(=O)(=O)N2CCN(c3ccccc3F)CC2)c2ccccc2c1=O
  /, -6, 9, /, -3, 1, 16, 0.1
COc1ccc(CNC(=O)C[C@H]2CC[C@@H]3[C@@H](COc4ccc(NC(C)=O)cc4C(=O)N3C)O2)cc1
  -3, -1, -4, 1, 2, -10, -11, -0.1
CCCOc1cccc(C(=O)Nc2nnn(CCC)n2)c1
  0, -5, /, 0, /, /, -22, /
COc1ccc(NC(=O)CN2CCN(S(=O)(=O)c3ccc(Br)cc3)CC2)c(OC)c1
  18, 6, -3, 0, -3, 2, 4, 0.0
O=C(CN1C(=O)C2CC=CCC2C1=O)Nc1ccc(F)cc1F (centres undefined)
  -21, 1, -4, 0, -4, 1, -26, -0.1
Cc1ccc(S(=O)(=O)Nc2ccccc2F)cc1C(=O)NCc1ccco1
  -2, -3, 7, -2, -3, 0, 3, 0.0
CSc1ccc(CN2CCC2(C)C(=O)NCc2cccs2)cc1 (centres undefined)
  -6, -8, 3, 0, 0, 2, -1, 0.0
COC(=O)Nc1csc2c1NC(=O)CCCC2
  /, /, -1, /, 1, 5, 4, 0.0
CN(C)c1ccc(N2C(=O)CC(c3ccccc3)CC2=O)cc1
  -14, /, 1, -2, -1, 0, -11, 0.0
O=C(NCCN1CCOCC1)c1ccccc1Cl
  -1, -2, -1, -2, 1, 7, 7, 0.1
COc1cccc(CNCCSc2nnnn2C)c1OC
  6, 12, 4, 0, -1, -4, -8, /
OCCOCCN1CCN(C(=S)Nc2ccccc2)CC1
  15, 8, -1, 2, -3, 2, -4, 0.0
Cc1cc(C)nc(-n2ncc3c2CC(c2ccccc2C)CC3=O)n1 (centres undefined)
  9, 7, 8, /, -2, -2, 26, 0.5
CC(=O)N1[C@@H]2c3ccc(-c4ccccc4)c(=O)n3C[C@@H]2[C@@H](CO)[C@@H]1C(=O)N(C)C
  -15, -3, 3, 0, -16, 3, -3, 0.1
CN(C)C(=O)[C@@H]1[C@@H](CO)[C@@H]2Cn3c(ccc(-c4ccccc4F)c3=O)[C@H]1N2C(=O)c1ccccc1
  -2, /, 3, -2, -8, -2, 7, -0.1
CCn1c(CNC(=O)COc2ccc(C(C)C)cc2)nnc1SCC(=O)Nc1cc(F)ccc1C
  -3, -2, /, 7, /, /, 0, /
O=C(C[C@H]1C=C[C@@H](NC(=O)CCN2CCCCC2)[C@H](CO)O1)Nc1ccccc1
  /, -3, 1, /, 0, 5, 12, -0.2
Cc1ccc(OCC(=O)Oc2ccc(C)c(C)c2)cc1
  -4, /, -1, 1, -5, 0, -4, 0.1
O=C(CC1CC1)N[C@H]1CC[C@@H](CCNS(=O)(=O)c2ccc(Cl)cc2)O[C@H]1CO
  1, 3, -3, 11, -5, 2, 7, -0.1

# Arranged by the number under ERAP1 HTS inh (low to high): some entries from above.
Molecule	ERAP1 HTS inh
Cc1ccc(OCC(=O)Oc2ccc(C)c(C)c2)cc1	-1
C[C@@H]1CCCCO[C@H](CN(C)S(=O)(=O)c2cccs2)[C@@H](C)CN([C@H](C)CO)C(=O)c2cc(NC(=O)Nc3ccccc3)ccc2O1	0
CN(C)c1ccc(N2C(=O)CC(c3ccccc3)CC2=O)cc1	1
